Compound activity: PubChem, several laboratories
TMEM16A act = activates or potentiates the mouse TMEM16A chloride channel | Q8BHY3 | HEK293 TMEM16A/YFP-H148Q/I152L, iodide quench fluorescence; active compounds read low | B-score at 10 µM | 340,000 tested, 0.3% active;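 active = fluorescence-ratio B-score plate-corrected deviation score at least 3 library SD below zero, with starting fluorescence score within 5 deviations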;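 also: channel opened by trigger with iodide after compound preincubation; score built on the fluorescence ratio of max minus min over baseline; more negative score means more quench and so TMEM16A activation or potentiation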
TRPC4 agonist = TRPC4 (mouse) channel activation. 310,000 tested, 0.49% active. HEK293 TRPC4beta/mu-opioid, Fluo4 calcium fluorescence; active compounds read high. AID 2237. Q9QUQ5. B-score at 10 µM;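 active = B-score above 5 SD of library B-scores, and initial fluorescence ratio not above library mean plus 5 SD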;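 also: positive B-score marks a calcium rise read as TRPC4 activation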
Target sequence (Q9QUQ5 whole entry, looked up): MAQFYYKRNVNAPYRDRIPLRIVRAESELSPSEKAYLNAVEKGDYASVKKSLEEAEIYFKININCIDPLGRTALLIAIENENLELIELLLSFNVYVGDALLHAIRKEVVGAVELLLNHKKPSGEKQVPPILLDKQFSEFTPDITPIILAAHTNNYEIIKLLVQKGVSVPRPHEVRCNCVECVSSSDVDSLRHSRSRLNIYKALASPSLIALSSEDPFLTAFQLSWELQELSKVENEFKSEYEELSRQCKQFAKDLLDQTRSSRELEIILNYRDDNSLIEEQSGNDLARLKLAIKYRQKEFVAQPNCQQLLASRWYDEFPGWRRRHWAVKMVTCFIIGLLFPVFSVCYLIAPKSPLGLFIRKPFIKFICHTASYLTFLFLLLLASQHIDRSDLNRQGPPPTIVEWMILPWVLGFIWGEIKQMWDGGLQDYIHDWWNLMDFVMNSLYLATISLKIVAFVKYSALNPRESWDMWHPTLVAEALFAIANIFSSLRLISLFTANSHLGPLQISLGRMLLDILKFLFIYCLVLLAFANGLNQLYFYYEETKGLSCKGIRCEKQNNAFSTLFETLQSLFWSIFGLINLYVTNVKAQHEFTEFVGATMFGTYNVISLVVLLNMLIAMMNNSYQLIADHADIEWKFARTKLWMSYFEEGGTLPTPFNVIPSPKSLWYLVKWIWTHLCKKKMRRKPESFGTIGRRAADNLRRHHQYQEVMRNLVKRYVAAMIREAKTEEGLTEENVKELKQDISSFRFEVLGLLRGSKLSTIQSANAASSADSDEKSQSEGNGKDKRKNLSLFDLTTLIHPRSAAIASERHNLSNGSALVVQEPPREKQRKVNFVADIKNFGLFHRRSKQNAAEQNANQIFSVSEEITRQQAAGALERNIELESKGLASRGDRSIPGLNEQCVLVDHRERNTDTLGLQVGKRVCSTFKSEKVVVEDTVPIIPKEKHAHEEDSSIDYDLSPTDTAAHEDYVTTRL
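Material: HEK293 stable line with TRPC4beta plus mu-opioid receptor; technique: Fluo4 calcium-sensitive dye fluorescence, kinetic, 1 Hz baseline; timing: Fluo4 dye loading 45 min at room temperature, 110 s recording; controls: assay buffer as low control, maximal DAMGO as high control; read-out: integrated baseline-normalised fluorescence ratio, converted to per-well B score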
KCNQ1 block = human KCNQ1 channel inhibition. P51787. CHO-K1 KCNQ1, FluxOR thallium flux fluorescence; active compounds read high. B-score at 10 µM. 310,000 tested, 1.3% active. AID 2642;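 active = compounds whose thallium flux B-score, printed positive for inhibition, exceeds three library SD while starting fluorescence stays within three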;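 also: channel opened by potassium depolarization with thallium stimulus after 20 min compound exposure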
KCNK3 block = human KCNK3 channel inhibition, primary screen. O14649. CHO-KCNK3 thallium flux, FluxOR fluorescence; active compounds read low. B-score at 10 µM. 340,000 tested, 0.84% active. AID 602410;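 active = B-score under library mean minus 4 SD, starting fluorescence ratio at most library mean plus 5 SD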;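 also: more negative B-score means stronger inhibition of thallium flux through KCNK3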
KCNQ1 act = potentiates or activates the human KCNQ1 potassium channel. P51787. CHO-K1 KCNQ1, thallium flux FluxOR fluorescence; active compounds read high. B-score at 10 µM. 310,000 tested, 0.35% active;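 active = fluorescence ratio B-score, a plate-corrected score, at least three library SD, with initial intensity B-score within 5 SD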
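Assay system: CHO-K1 cells stably expressing KCNQ1. Medium: assay buffer for compound exposure, DMSO matched across wells. Timing: 37 °C overnight plating, 90-min dark dye load, 20-min compound pretreatment. Signal: kinetic FluxOR fluorescence, 10 s baseline plus 110 s post-stimulus.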
hERG rescue = shields human hERG channel from block by proarrhythmic agents | Q12809 | CHO-hERG, FluxOR thallium flux, dofetilide IC70 present | activation (rescue from dofetilide block), less the hit threshold, % at 10 µM | 310,000 tested, 0.51% active;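 active = activation above the mean of controls blocked by dofetilide plus 5 SD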;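 also: thallium influx through hERG after potassium depolarization seen as dye fluorescence rise; in these data hits start at about 4.7%; inactives centre near -7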
KCNK9 inh = blocks the human KCNK9 two-pore domain potassium channel; B-score at 10 µM; AID 488922; HEK293 KCNK9, FluxOR thallium flux fluorescence; active compounds read low; Q9NPC2; 310,000 tested, 1.2% active;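 active = ratio B-score over 3 SD below the library mean, with starting fluorescence within 5 SD of its mean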;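 also: negative B-score means less thallium flux so channel inhibition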
ANO1 block = blocks the mouse calcium-activated chloride channel TMEM16A; Q8BHY3; HEK293 TMEM16A/YFP iodide influx fluorescence, ionomycin; normalized B-score (activity score, 25-100; higher = stronger inhibition) at 10 µM; 310,000 tested, 1.2% active;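 active = ratio plate-corrected score three or more library SD toward inhibition, starting fluorescence score within five deviations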;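 also: score derived from kinetic fluorescence span divided by baseline fluorescence per well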
TRPC4 potent = allosterically enhances the mouse TRPC4 cation channel. Q9QUQ5. HEK293 TRPC4beta/mu-opioid, DAMGO EC20, Fluo-4 Ca2+ flux; active compounds read high. B-score at 10 µM. 310,000 tested, 0.42% active. AID 2227;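 active = B-score of calcium response area above 5 SD of library B-scores, with initial fluorescence ratio within 5 SD of library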;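 also: B-score of integrated fluorescence ratio over time as area under calcium response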
DYRK1A inh = Dyrk1A (rat) kinase inhibition; Q63470; ADP-Glo luminescence, NFATc1 peptide; inhibition, % at 12.5 µM; 310,000 tested, 0.43% active; AID 504441; in the data active = inhibition above about 50%;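 also: plate controls were vehicle with enzyme for no effect and no enzyme for full effect; many of its hits are not listed in these tables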
HDAC3 inh = human HDAC3 inhibition | O15379 | recombinant HDAC3, fluorogenic peptide/trypsin coupled, fluorescence | inhibition, % at 8.3 µM | 320,000 tested, 0.15% active; in the data active = inhibition above about 26%, passing the limit was not always enough
* hit, by the source's call; i = inactive; . = not tested or not shown. The list is partial, so the mix of outcomes need not match the whole.

SMILES	TMEM16A act	TRPC4 agonist	KCNQ1 block	KCNK3 block	KCNQ1 act	hERG rescue	KCNK9 inh	ANO1 block	TRPC4 potent	DYRK1A inh	HDAC3 inh
CCn1cnc2cc(NC(=O)c3cccs3)ccc21	i	i	i	i	i	-16	i	i	i	-2	-10
O=C1C(Cc2c[nH]c3ccccc23)NC(=S)N1Cc1ccccc1 (stereo not given)	i	i	i	i	i	-12	i	i	i	-3	8
CCOC(=O)CN1C(=O)CSc2ccccc21	i	i	i	i	i	-7	i	i	i	-2	6
Cc1cc(CN(C)C(=O)c2ccc(OC3CCN(CCc4ccccc4)CC3)cc2)on1	i	i	i	i	i	-7	i	i	i	-7	3
CCOC(=O)Cc1csc(NC(=O)CN2CCN(c3ccccc3)CC2)n1	i	i	i	i	i	-10	i	i	i	-2	-5
Nc1ncnc(Nc2ccccc2C(F)(F)F)n1	i	.	.	i	.	.	.	i	.	-3	-1
Cc1ccccc1OCc1nnc(SCc2cc(=O)[nH]c3ccccc23)o1	i	i	i	i	i	0	i	i	i	2	-5
CC12CC(c3ccccc3O1)C(C(=O)NCc1ccccc1)C(=O)N2 (stereo not given)	i	i	i	i	i	-6	i	i	i	1	18
CCOC(=O)N1CCN(C(=S)Nc2cc(OC)c(OC)cc2C(=O)OC)CC1	i	i	i	i	i	-14	i	i	i	0	.
O=C(CCN1C(=O)C2C3C=CC(C3)C2C1=O)NCCN1CCCc2ccccc21 (stereo not given)	i	i	i	i	i	-5	i	i	i	2	1
O=C(COC(=O)C1C2CC3OC(=O)C1C3C2)Nc1cccc(Cl)c1 (stereo not given)	i	i	i	i	i	-8	i	i	i	1	0
C/C(=N\NC(=O)c1ccc(Cl)cc1)c1ccc(N2CCOCC2)cc1	i	i	i	i	i	-6	i	i	i	-3	-8
Cc1ccc2c(c1)c(/C=C/c1cc[n+](C)cc1)c(C)n2C	i	i	i	i	i	-42	i	i	i	4	14
COc1cccc(NC(=S)N2CCN(C/C=C/c3ccccc3)CC2)c1	i	i	i	i	i	-10	i	i	i	-6	-1
Cc1ccc(S(=O)(=O)N(C)C)cc1NC(=S)N1CCN(Cc2ccc3c(c2)OCO3)CC1	i	i	i	i	i	-13	i	i	i	9	-2
O=C(CCNC(=O)Cn1ccc2ccccc2c1=O)NCCCN1CCOCC1	i	i	i	i	i	-6	i	i	i	14	.
CC(C)c1ccc(NC(=O)[C@@H](NC(=O)N2CC(=O)Nc3ccccc32)C(C)C)cc1	i	i	i	i	i	-6	i	i	i	-5	9
O=C1/C(=C/c2ccccn2)SC(=S)N1c1ccc(O)cc1	i	i	i	i	i	-11	i	i	i	.	-14
Cc1nc(CN(C)Cc2nc(Cc3cccc(F)c3)no2)cs1	i	i	i	i	i	-11	i	i	i	-1	-5
Cc1cc(N2CCOCC2)ccc1/C=C\[N+](=O)[O-]	i	i	6*	i	i	-18	i	i	i	-1	.
CCOC(=O)N1CCN(C(=O)C(C)N(c2ccccc2)S(C)(=O)=O)CC1 (stereo not given)	i	i	i	i	i	-4	i	i	i	-1	3
COc1ccc(CNS(=O)(=O)c2ccc3c(c2)C(C)(C)C(=O)N3C)cc1	i	i	i	i	i	-8	i	i	i	-3	5
Cc1ccc(-c2c(C#N)c(N)nc3c2CCCCC3)cc1	i	i	i	i	i	3	i	i	i	-3	-2
O=CNc1ccc(OC(=O)c2cncc(Br)c2)cc1	i	i	i	i	i	-5	i	i	i	4	-4
Cc1ccc2c(CN3C(=O)NC(C)(c4ccc5c(c4)OCO5)C3=O)cc(=O)oc2c1 (stereo not given)	i	i	i	i	i	-8	i	i	i	2	-1

The list continues.
SMILES	TMEM16A act	TRPC4 agonist	KCNQ1 block	KCNK3 block	KCNQ1 act	hERG rescue	KCNK9 inh	ANO1 block	TRPC4 potent	DYRK1A inh	HDAC3 inh
CC(C)(C)c1ccc(C(CC(=O)O)NC(=O)Cc2ccccc2)cc1 (stereo not given)	.	i	i	i	i	-6	i	i	i	6	0
COc1ccc(-c2noc(CCC(=O)NCC3CCN(Cc4cccc(C)c4)CC3)n2)cc1	i	i	i	i	i	-5	i	i	i	9	-6
CC(=O)c1cccc(NS(=O)(=O)c2ccc(NC(=O)N3CCCCC3)cc2)c1	i	i	i	i	i	-14	i	i	i	-6	0
COc1ccc2cc(CN(CC3CCCO3)C(=O)Nc3ccccc3OC)c(=O)[nH]c2c1 (stereo not given)	i	i	i	i	i	-10	i	i	i	-6	3
Cc1cc(C(=O)OCC(=O)c2ccccc2)c2ccccc2n1	i	i	i	i	i	-5	i	i	i	-1	-3
CCCCn1c(N)c(N(CC(C)C)C(=O)c2cc(-c3ccco3)nc3ccccc23)c(=O)[nH]c1=O	i	i	i	i	i	-13	i	i	i	5	3
COCCCNC(=O)Cn1cc(C(=O)C2CC2)c2ccccc21	i	i	i	i	i	-12	i	i	i	3	-1
CCOC(=O)c1c(NC(=O)CN2CCC(C)CC2)sc(C)c1C	i	i	i	i	i	2	i	i	i	1	11
O=C(CSc1nnnn1-c1ccc(Cl)c(C(=O)O)c1)NC(c1ccccc1)c1ccccc1	i	i	i	i	i	-13	i	i	i	-8	4
CC(C)c1ccc(NC(=O)CSc2n[nH]c(=O)n2C2CC2)cc1	i	i	i	i	i	-11	i	i	i	14	2
O=c1cc(Cl)[nH]c(=O)n1CCNc1ncc(C(F)(F)F)cc1Cl	i	i	i	i	i	-6	i	i	i	2	5
O=C(c1cnn2c(C(F)(F)F)cc(-c3ccc(Br)cc3)nc12)N1CCOCC1	i	i	i	i	i	-4	i	.	i	5	.
O=C(Nc1ccc(Cl)cc1)c1ccco1	i	i	i	i	i	-3	i	i	i	8	-20
Cc1ccc(/C=c2\sc3nc(-c4cccs4)nn3c2=O)o1	i	i	i	i	i	-9	i	i	i	2	8
Cn1cccc1C(=O)OCC(=O)NC(=O)NC1CCCCC1	i	i	i	i	i	-10	i	i	i	2	0
Cc1cc(=O)n2[nH]c(C)c(-c3ccccc3)c2n1	i	i	i	i	i	-3	i	i	i	2	-2
N#CCC(=O)Nc1ccc(C(=O)OCC(=O)c2ccc3c(c2)OCCO3)cc1	i	i	i	i	i	-7	i	i	i	-5	3
O=C(NCc1ccco1)C1CCN(c2ccc(S(=O)(=O)N3CCOCC3)cc2[N+](=O)[O-])CC1	i	i	i	i	i	-5	-9.3*	i	i	-1	-14
CCN(CC)C(=O)CSCc1cnn(-c2ccccc2)c1-n1cccc1	i	i	i	i	i	-7	i	i	i	-1	3
O=C(c1ccco1)N(Cc1cccc(F)c1)C1CCS(=O)(=O)C1 (stereo not given)	i	i	i	i	i	-12	i	i	i	8	.
CC(=O)Nc1cccc(Nc2nc(-c3ccccc3F)nc3ccccc23)c1	i	i	i	i	i	-10	i	i	i	22	7
CC(=O)c1ccc(OCC(O)CN(C)Cc2cccs2)cc1 (stereo not given)	i	i	i	i	i	2	i	i	i	-1	-2
CCCC(=O)Nc1ccc(C)c(O)c1	i	i	i	i	i	-2	i	i	i	6	-1
Cc1ccc(NC(NC(=O)c2cccs2)C(Cl)(Cl)Cl)cc1C (stereo not given)	i	i	i	i	i	-1	i	100*	i	3	8
CN1CCN(C(=O)CCN2C(=O)/C(=C/c3ccc(F)cc3)SC2=S)CC1	i	i	i	i	i	-15	i	i	i	-3	0

(list continues)
SMILES	TMEM16A act	TRPC4 agonist	KCNQ1 block	KCNK3 block	KCNQ1 act	hERG rescue	KCNK9 inh	ANO1 block	TRPC4 potent	DYRK1A inh	HDAC3 inh
COc1cc(N/N=C/c2ccccc2O)ncn1	i	i	i	i	i	-1	i	i	i	2	0
CC(=O)Nc1ccc(NC(=O)CC(C)n2ccnc2)cc1 (stereo not given)	i	i	i	i	i	-3	i	i	i	.	-5
COc1cccc(NC(=O)CN(C)C(=O)CN2C(=O)c3ccc([N+](=O)[O-])cc3C2=O)c1	i	i	i	i	i	-7	i	i	i	-5	5
C=CCN(C)CC/C=C1\c2ccccc2CSc2ccccc21	i	i	i	i	i	-12	i	i	i	-6	-7
Cc1c(Cc2ccccc2)c(=O)oc2cc(OC(C)C(=O)NCC3CCC(C(=O)O)CC3)c(Cl)cc12 (stereo not given)	i	i	i	i	i	-9	i	i	i	13	-1
COc1ccc(-n2c(-c3ccc(Cl)cc3)c[nH]c2=S)cc1	i	i	i	i	i	-5	i	i	i	0	0
CN(CCCNC(=O)CCC(=O)N1CCOc2ccc(Cl)cc21)Cc1ccccc1	i	i	i	i	i	-8	i	i	i	0	.
CCCCCCn1c(CN2CCN(C)CC2)nc2c1c(=O)n(C)c(=O)n2C	i	i	i	i	i	-16	i	i	i	0	3
CCCCn1c(N)c(N(CCOC)C(=O)c2ccc3c(c2)C(=O)N(c2ccccc2C)C3=O)c(=O)[nH]c1=O	i	i	i	i	i	-9	i	i	i	-1	-2
COc1cc(C(=O)O/N=C2\CCCc3c2ccc(OC)c3[N+](=O)[O-])cc(OC)c1OC	i	i	i	i	i	-9	i	i	i	5	2
CN(Cc1nc2c(s1)CCCC2)C(=O)CCc1nnc(-c2ccccc2)o1	i	i	i	i	i	-4	i	i	i	0	-5
CCc1nc(NC(C)C)c2oc3ccccc3c2n1	i	i	i	i	i	-11	i	i	i	17	-2
Nc1nonc1-n1nnc(C(=O)N/N=C\c2ccncc2)c1CN1CCCCC1	i	i	i	i	i	-10	i	i	i	77*	-2
Cc1cc(-c2ccc(Cl)s2)n[nH]1	i	i	i	i	i	-6	i	i	i	-1	-8
O=C(C1CCN(S(=O)(=O)c2cccc3cccnc23)CC1)N1CCn2c1nc1ccccc12	i	i	i	i	i	-6	i	i	i	-14	1
Cc1ccc(-c2nc3cnccn3c2Nc2c(C)cccc2C)o1	i	i	i	i	i	-21	i	i	i	20	9
N#Cc1ccc2c(c1)NC(=O)C1CCCN21 (stereo not given)	i	i	i	i	i	-4	i	i	i	.	-7
O=C(N/N=C1\CC(c2ccccc2)Oc2ccccc21)c1ccccn1 (stereo not given)	i	i	i	i	i	-15	i	i	i	.	9
COc1ccc(C2C(C(=O)NCc3ccco3)c3ccccc3C(=O)N2C)cc1 (stereo not given)	i	i	i	i	i	-15	i	i	i	-1	-1
CCC(=O)c1ccc(N2CCN(C(=O)c3ccccc3Br)CC2)c(F)c1	i	i	i	i	i	-19	i	i	28*	-1	-1
